uPA surface inh: qHTS for Inhibitors of Cell Surface uPA Generation; AID 540303, 2011; hit rate 0.31% among 330,000; Potency, µM (top dose mostly 38.3 µM), for inactives: at the top dose activity change, negative = inhibition, actives largely listed as inhibitors; cell surface uPA generation assay, qHTS; active = well fitted inhibition curve with a large enough effect; inconclusive = small, poorly fitted or top-dose-only effect; inactive = no such curve, though single readings can be large or run the other way; tested in mouse RAW 264.7 cells; note: % is set by controls: 0 for no effect and ±100 for the full control effect; nearly all actives have a fitted effect of over 55% in size
MBNL1-CUG inh: qHTS Assay for Inhibitors of MBNL1-poly(CUG) RNA binding; AID 2675, 2010; hit rate 0.036% among 280,000; Potency, µM (series often up to 57.5 µM), without a hit: at the highest dose activity change, negative = inhibition, hits mostly inhibitors; TR-FRET MBNL1-His/biotin-(CUG)12 binding, 665/545 ratio; active = well fitted inhibition curve with a large enough effect in the signal ratio, with a control signal flat, not every such curve was filed as active; inconclusive = small, poorly fitted or top-dose-only effect, or effect the other way, or a change in a side signal; inactive = no such curve, though single readings can be large or run the other way; the % refers to the signal ratio; note: % is set by controls: 0 for no effect and ±100 for the full control effect
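Inhibition of protein-RNA binding appears as loss of TR-FRET between terbium anti-His antibody on MBNL1-His and streptavidin-XL665 on biotin-(CUG)12. Activity is normalized to buffer-only and uninhibited-complex controls.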
p53 reactivator: qHTS assay for re-activators of p53 using a Luc reporter; H1299 p53-A138V BP100-luciferase reporter, luminescence, 24 h; Potency, µM (highest dose often 92.2 µM), for the others: at the top dose activity change, positive = activation, most hits filed as activators; hit rate 0.063% among 320,000; note: % of control where 0% means no effect; nearly all actives have a fitted effect of over 45% in size
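H1299 (p53-null), stable ts p53-A138V + BP100-Luc; 1000 cells/well, Opti-MEM/10% FBS; cpd 4 pt, 1:5; 24 h, 37 deg C, 5% CO2; detection reagent 10 min RT; luminescence.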
FLuc counter: qHTS profiling assay for firefly luciferase inhibitor/activator using purifed enzyme and Km concentrations of substrates (counterscreen for miR-21 project); Luciferin 4-monooxygenase (Photinus pyralis), P08659; purified FLuc, Km substrates, luminescence inhibition; hit rate 6.9% among 360,000; Potency, µM (titrated, usually from 57.5 µM), without a hit: at the top dose activity change, negative = inhibition, usual class: inhibitors;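 note: plate controls were vehicle for no effect and reference inhibitor for full effect; nearly all actives have a fitted effect of over 55% in size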
Target sequence (P08659 whole entry, looked up): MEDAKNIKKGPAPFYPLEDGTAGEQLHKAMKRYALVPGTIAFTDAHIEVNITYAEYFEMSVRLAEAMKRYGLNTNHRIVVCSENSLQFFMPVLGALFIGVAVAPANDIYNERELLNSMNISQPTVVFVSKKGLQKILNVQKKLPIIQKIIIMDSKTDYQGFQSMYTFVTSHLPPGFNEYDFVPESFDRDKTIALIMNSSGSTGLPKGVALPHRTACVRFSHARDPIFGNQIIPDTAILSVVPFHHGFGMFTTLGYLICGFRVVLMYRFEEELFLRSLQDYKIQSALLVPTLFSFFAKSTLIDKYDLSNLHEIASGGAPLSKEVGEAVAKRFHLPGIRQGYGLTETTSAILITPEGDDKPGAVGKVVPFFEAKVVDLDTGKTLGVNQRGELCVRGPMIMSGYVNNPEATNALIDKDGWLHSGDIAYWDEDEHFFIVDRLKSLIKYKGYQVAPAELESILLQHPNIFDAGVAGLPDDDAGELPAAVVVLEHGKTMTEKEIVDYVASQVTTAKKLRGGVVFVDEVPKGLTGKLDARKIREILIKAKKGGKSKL
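Biochemical qHTS of compounds, final roughly 60 µM downward over six points, against 10 nM purified firefly luciferase using Km concentrations of substrates (10 uM D-luciferin, 10 uM ATP) in Tris acetate pH 7.5 buffer; luminescence output.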
NPC1 promoter act: qHTS Assay for NPC1 Promoter Activators; Huh7 NPC1 promoter luciferase reporter, 24 h; Potency, µM (highest dose often 9.22 µM), without a hit: at the highest dose activation, hits mostly activators; hit rate 2.4% among 320,000;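 note: % of control where 0% means no effect; nearly all actives have a fitted effect of over 60% in size; reporter is driven by a mutant NPC1 promoter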
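NPC1 promoter–luciferase Huh7 cells; 24 h compound; luminescence.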
BRCA1 expr act: qHTS Assay to Identify Small Molecule Activators of BRCA1 Expression; MCF7-BRCA1-FFLuc reporter, luminescence, 48 h; response scale: scaled: vehicle 0%, 10 µM genistein 100%; Potency, µM (titrated, usually from 46.1 µM), for inactives: top-dose activation, most hits filed as activators; hit rate 1.1% among 380,000; note: nearly all actives have a fitted effect of over 80% in size; some results filed as inactive show a strong effect at the top dose
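Luminescence from a BRCA1-driven firefly luciferase in MCF7 cells was the read-out, taken 15 min after substrate addition following 48 h compound exposure at 37 °C. Data were normalized to a 10 microM genistein control and DMSO vehicle.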
VP16 counter: VP16 counterscreen qHTS for inhibitors of ROR gamma transcriptional activity; Drosophila S2 Gal4-VP16 UAS-luciferase, luminescence, 20 h; Potency, µM (titrated, usually from 53.6 µM), without a hit: at the top dose activity, negative = inhibition, most hits filed as inhibitors; hit rate 3.5% among 310,000; AID 2546, 2010;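 note: Gal4-VP16 expression switched on by copper sulfate through the metallothionein promoter; % is set by controls: 0 for no effect and ±100 for the full control effect; nearly all actives have a fitted effect of over 50% in size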
RORgamma inh: qHTS for inhibitors of ROR gamma transcriptional activity. Nuclear receptor ROR-gamma (Mus musculus), P51450. Drosophila S2 Gal4-RORgamma UAS-luciferase reporter, 20 h. Potency, µM (doses to about 53.6 µM), for inactives: at the top dose activity change, negative = inhibition, usual class: inhibitors. hit rate 5.4% among 310,000. AID 2551, 2010; note: % is set by controls: 0 for no effect and ±100 for the full control effect; nearly all actives have a fitted effect of over 60% in size
Target sequence (P51450 whole entry, looked up, the tested form may be a part): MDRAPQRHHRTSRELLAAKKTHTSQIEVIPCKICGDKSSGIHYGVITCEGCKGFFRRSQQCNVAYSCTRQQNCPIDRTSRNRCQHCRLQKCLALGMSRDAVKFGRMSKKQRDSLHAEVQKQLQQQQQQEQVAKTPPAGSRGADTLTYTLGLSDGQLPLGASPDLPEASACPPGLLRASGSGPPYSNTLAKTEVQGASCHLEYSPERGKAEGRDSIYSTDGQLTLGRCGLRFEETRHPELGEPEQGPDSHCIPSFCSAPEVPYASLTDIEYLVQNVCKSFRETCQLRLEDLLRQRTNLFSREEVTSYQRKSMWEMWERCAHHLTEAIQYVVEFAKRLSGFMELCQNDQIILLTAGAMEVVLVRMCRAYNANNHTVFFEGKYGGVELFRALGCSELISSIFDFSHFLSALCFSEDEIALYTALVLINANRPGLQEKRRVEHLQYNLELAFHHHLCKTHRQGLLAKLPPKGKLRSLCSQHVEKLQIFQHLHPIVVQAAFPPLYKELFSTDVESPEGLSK
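Luminescence from a UAS-regulated Photinus luciferase reporter in stably transfected Drosophila Schneider cells is measured; decreased signal marks ROR gamma inhibition. Fusion expression is induced by 700 uM copper sulfate for 20 hr.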
ELG1 genotox: qHTS screen for small molecules that induce genotoxicity in human embryonic kidney (HEK293T) cells expressing luciferase-tagged ELG1; AID 504466, 2011; hit rate 1.3% among 330,000; HEK293T ELG1-luciferase reporter, luminescence, 16 h; Potency, µM (doses to about 46 µM), for inactives: at the highest dose activity change, positive = activation, usual class: activators; note: % of control where 0% means no effect; nearly all actives have a fitted effect of over 60% in size
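Cells (2,000/well) expressing the ELG1-luciferase fusion are dosed by pin tool and kept 16 hr at 37 °C, 5% CO2. Signal comes from ONE-Glo luciferase reagent after 30 min at room temperature.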
Rab9 prom act: qHTS Assay for Rab9 Promoter Activators; Potency, µM (highest dose often 9.22 µM), inactives show at the highest dose activation, negative = inhibition, hits mostly activators; Huh7 Rab9 promoter-luciferase reporter, luminescence, 24 h; AID 485297, 2010; hit rate 2.8% among 320,000; note: % of control where 0% means no effect; nearly all actives have a fitted effect of over 60% in size
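Luciferase signal after 10 min detection reagent at ambient indicates Rab9 promoter upregulation; stably transfected Huh7 cells were treated 24 h with compound in DMSO at 37 °C, 5% CO2.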
* marks the source's active call; other numbers are inactive results; ? = inconclusive; nt = no result given; [ ] = another dose, or the depositor's remark. Unless noted, calls come from the whole dose curve; as a rule, active = well fitted curve in the direction sought with a large enough effect; inconclusive = small, poorly fitted or top-dose-only effect, or another doubt; inactive = no such curve, though single readings can be large; an effect the other way counts as inactive or inconclusive. Potency is the fitted concentration of half-maximal effect.

No.	smiles	uPA surface inh	MBNL1-CUG inh	p53 reactivator	FLuc counter	NPC1 promoter act	BRCA1 expr act	VP16 counter	RORgamma inh	ELG1 genotox	Rab9 prom act
1	CC(C)Cn1cnc2c1c(=O)n(CC(=O)N(C)C)c(=O)n2Cc1ccccc1	3.2%	1.7%	-5.4%	0.3%	0.8%	-12.6%	-4.0%	19.7%	3.6%	-3.6%
2	CCOC(=O)c1ccc2cccc(C)n2c1=O	2.8%	?	1.6%	6.3%	1.8%	35.5%	21.4%	2.4%	6.4%	-3.5%
3	O=S(=O)(c1ccc2ccccc2c1)N(CC(O)CN1CCOCC1)c1ccccc1 (stereo not drawn)	-1.7%	-2.2%	-8.5%	3.4%	-2.3%	-16.6%	-2.8%	37.9%	-2.1%	0.3%
4	COC/C=C/C1=CC2=CC(=O)C(C)(OC(=O)c3cnc4ccccc4n3)C(=O)C2=CN1c1ccc(CO)cc1 (stereo not drawn)	nt	13.3%	12.7%	-8.9%	8.1%	nt	-2.4%	-7.0%	1.1%	-2.7%
5	COc1ccc(OC)c(CCNC(=O)c2ccccc2NC(=O)C2=C(C)OCCS2)c1	7.3%	-1.1%	-0.9%	-17.3%	-1.1%	-20.4%	-5.3%	10.4%	-8.7%	4.1%
6	CNC(=O)NCC12CC3CC(CC(C3)C1)C2	-8.1%	3.5%	-0.2%	-8.9%	-11.2%	20.8%	-9.1%	-21.1%	1.8%	0.0%
7	CC1CC(C)CN(CCCNS(=O)(=O)c2ccc3c(c2)CCN3C(=O)C2CC2)C1 (stereo not drawn)	1.0%	-2.8%	-2.8%	0.2%	-2.2%	-14.9%	3.7%	-4.5%	0.9%[9.26 µM]	0.8%
8	CCc1ccc(S(=O)(=O)N2c3ccc(C)cc3C3CN(C)CCC32)cc1 (stereo not drawn)	-2.4%	nt	-2.7%	-0.1%	-4.7%	-2.4%	nt	nt	-2.2%	-3.5%
9	COc1ccc(C(=O)C2CCCN(C(=O)c3ccc(C(C)=O)s3)C2)c(C)c1 (stereo not drawn)	-4.5%	14.2%	5.2%	-1.7%	-1.5%	3.1%	-9.3%	39.8%	0.3%	-9.6%
10	O=C1c2ccsc2SCCN1Cc1c(Cl)cccc1Cl	-4.1%	-2.4%	-12.6%	0.0%	-0.9%	0.0%	-12.2%	?	-11.2%	-0.7%
11	COc1ccccc1NC(=O)c1ccc(Cl)c(S(=O)(=O)N2CCCCC2)c1	4.8%	-6.6%	-15.4%	?	0.8%	-2.0%	0.5%	4.1%	-12.1%	-3.2%
12	COc1nn(-c2nc(-c3ccccc3)cc(C(F)(F)F)n2)cc1[N+](=O)[O-]	1.9%	-3.1%	5.6%	-1.7%	-4.4%	-1.3%	2.9%	-6.7%	4.6%	-7.5%
13	O=C1C2C3C=CC(C3)C2C(=O)N1c1ccc(N2CCN(c3ccccn3)CC2)c([N+](=O)[O-])c1 (stereo not drawn)	-28.8%	nt	0.5%	-1.5%	-35.3%[inhibitor]	-9.5%	3.98µM*	?	-8.9%	-8.2%
14	Cc1ccc(NC(=O)Cn2cccc2)c(C)c1	-2.4%	0.5%	4.6%	4.0%	3.4%	10.2%	1.6%	1.6%	4.9%	0.9%
15	Cc1sc(NC(=O)C2C3CCC(C3)C2C(=O)O)c(C(N)=O)c1-c1ccc(C(C)(C)C)cc1 (stereo not drawn)	-15.8%	0.6%	2.2%	?	-1.3%	-27.8%	14.0%	?	-3.1%	-3.1%
16	C#Cc1cccc(C(=O)NC2CCCN(C3Cc4ccccc4C3)C2)c1 (stereo not drawn)	-4.0%	-4.4%	-3.8%	1.0%	-2.6%	-24.5%	4.8%	11.2%	-3.8%	-2.3%
17	CC1CCC2(CC1)NC(=O)N(CC(=O)c1ccc(Cl)s1)C2=O (stereo not drawn)	-4.4%	8.3%	-5.9%	0.2%	-0.6%	-14.1%	10.4%	1.3%	-1.6%	1.2%
18	COc1cccc(/C=N/NC(=O)CNC(=O)c2ccc3c(c2)OCCO3)c1O	-9.9%	7.0%	?	-16.3%	-2.6%	-56.1%	4.47µM*	0.631µM*	2.2%	-5.9%
19	CC1CC(C)CN(C(=O)COC(=O)/C=C/c2ccco2)C1 (stereo not drawn)	3.5%	nt	6.1%	nt	nt	15.5%	nt	nt	2.2%	nt
20	COc1ccc(OC)c(Nc2ncnc3sc(-c4ccccc4)cc23)c1	-0.3%	nt	1.8%	?	1.9%	-32.7%	-2.3%	15.3%	-0.6%	-6.1%

A second format for three compounds above:
#15 Cc1sc(NC(=O)C2C3CCC(C3)C2C(=O)O)c(C(N)=O)c1-c1ccc(C(C)(C)C)cc1 (stereo not drawn)
- uPA surface inh = -15.8%
- MBNL1-CUG inh = 0.6%
- p53 reactivator = 2.2%
- FLuc counter = ?
- NPC1 promoter act = -1.3%
- BRCA1 expr act = -27.8%
- VP16 counter = 14.0%
- RORgamma inh = ?
- ELG1 genotox = -3.1%
- Rab9 prom act = -3.1%

#16 C#Cc1cccc(C(=O)NC2CCCN(C3Cc4ccccc4C3)C2)c1 (stereo not drawn)
- uPA surface inh = -4.0%
- MBNL1-CUG inh = -4.4%
- p53 reactivator = -3.8%
- FLuc counter = 1.0%
- NPC1 promoter act = -2.6%
- BRCA1 expr act = -24.5%
- VP16 counter = 4.8%
- RORgamma inh = 11.2%
- ELG1 genotox = -3.8%
- Rab9 prom act = -2.3%

#17 CC1CCC2(CC1)NC(=O)N(CC(=O)c1ccc(Cl)s1)C2=O (stereo not drawn)
- uPA surface inh = -4.4%
- MBNL1-CUG inh = 8.3%
- p53 reactivator = -5.9%
- FLuc counter = 0.2%
- NPC1 promoter act = -0.6%
- BRCA1 expr act = -14.1%
- VP16 counter = 10.4%
- RORgamma inh = 1.3%
- ELG1 genotox = -1.6%
- Rab9 prom act = 1.2%

Next part.
No.	smiles	uPA surface inh	MBNL1-CUG inh	p53 reactivator	FLuc counter	NPC1 promoter act	BRCA1 expr act	VP16 counter	RORgamma inh	ELG1 genotox	Rab9 prom act
21	CCOC(=O)Cc1ccc(NCc2ccc(Cl)cc2)cc1	-2.0%	1.8%	2.5%	?	0.4%	-19.0%	-16.1%	20.2%	-3.4%	-6.1%
22	O=C(NCc1ccccc1C(F)(F)F)C1CCC(=O)N(C2CC2)C1 (stereo not drawn)	14.5%	-1.7%	-2.3%	2.2%	-3.1%	-7.5%	-0.6%	-4.7%	3.9%	-2.1%
23	CC(C)C(=O)c1cc2c(cc1NC(=O)c1cccs1)OCCO2	nt	-0.6%	2.2%	-4.5%	-4.1%	-35.5%	-32.1%	-4.2%	-7.9%	0.3%
24	O=C(Nc1nc2cc3c(cc2s1)OCCO3)c1cccc(S(=O)(=O)N2CCOCC2)c1	nt	-8.0%	11.6%	7.57µM*	14.3%	nt	-0.1%	?	-16.4%	6.1%
25	COCCN1CC(C(=O)NCc2ccccc2-n2ccnc2C)CCC1=O (stereo not drawn)	-3.0%	5.9%	-3.2%	1.1%	0.6%	-3.5%	1.9%	4.0%	4.0%	-5.0%
26	O=C1C2C3C=CC(CC3)C2C(=O)N1c1ccccc1F (stereo not drawn)	3.0%	-6.7%	-3.5%	?	-1.3%	1.3%	-14.6%	8.1%	-0.1%	10.7%
27	CCN(CC)C(=O)Oc1nnc(SC(C)C)n1-c1ccc(Cl)c(Cl)c1	1.7%	-7.0%	0.8%	-2.5%	-4.1%	0.0%	2.2%	18.1%	-3.4%	-4.2%
28	O=C(Nc1ccc(-c2csc(Nc3ccccc3)n2)cc1)c1cccc(C(F)(F)F)c1	-22.4%	-22.5%	5.4%	-2.5%	-6.3%	-32.7%	-26.5%	?	-6.9%	-3.8%
29	O=C(O)c1nccnc1C(=O)Nc1ccc(Cl)cn1	6.7%	-3.7%	0.5%	3.1%	-5.1%	-12.2%	-8.4%	-8.7%	-0.1%	3.8%
30	C=CCc1ccc(OCCOCCOc2ccc(C)cc2[N+](=O)[O-])c(OC)c1	0.9%	-3.1%	-0.7%	-9.1%	-3.0%	-30.0%	-3.6%	15.3%	-4.0%	-0.6%
31	COc1ccc(NS(=O)(=O)c2cnc[nH]2)cc1	-0.7%	-2.4%	-1.4%	-1.4%	-0.4%	-6.4%	3.5%	4.6%	0.1%	1.4%
32	COc1cc2c(cc1NC(=O)c1cccc([N+](=O)[O-])c1)oc1ccccc12	-8.3%	?	?	1.6%	-0.3%	-76.4%	-11.5%	-29.5%	0.5%	-11.8%
33	O=C1CC(c2ccco2)CC(O)=C1C=Nc1ccccc1-c1ccccc1 (stereo not drawn)	-5.9%	20.9%	-0.9%	-17.5%	-2.6%	-8.7%	0.2%[10 µM]	?	6.6%	-4.5%
34	O=S1(=O)CCC(N=Nc2c(O)n(Cc3ccccc3)c3ccccc23)C1 (stereo not drawn)	-3.3%	?	-4.2%	3.6%	-1.2%	-39.5%	8.7%	39.0%	-1.2%	-3.7%
35	C#CCn1c(=NC(=O)c2ccc(S(=O)(=O)N3CCCc4ccccc43)cc2)sc2cc(S(N)(=O)=O)ccc21	0.3%	-0.7%	-1.3%	6.9%	-7.1%	-34.2%	-6.9%	26.9%	-1.1%	0.6%
